# FAS TE block = FAS thioesterase (human) inhibition; P49327; recombinant FAS-TE, OMFH fluorogenic substrate, fluorescence endpoint; inhibition, % at 15 µM; 360,000 compounds, 0.67% hits;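 active = compounds whose normalised, plate-corrected inhibition of enzyme fluorescence in the single-dose primary screen is 50% or more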;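 note: 0% = DMSO with enzyme and 100% = substrate without enzyme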
# SKN-1 block = C. elegans SKN-1 inhibition | inhibition, % at 21.8 µM | C. elegans VP596 Pgst-4::GFP/RFP ratio, acrylamide-induced, 24 h | 360,000 compounds, 0.49% hits;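 active = interference check ratio from 0.5 to 1.5 plus GFP to RFP signal ratio inhibition reaching or exceeding a fixed threshold, cut at about 30% in these data, passing the limit was not always enough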; note: some compounds called inactive have numbers as strong as hits
# PABP1 MLLE inh = inhibitors of microRNA-mediated deadenylation, human PABP1 MLLE binding; GST-MLLE / FITC-PAM2 fluorescence polarization; inhibition, % at 20 µM; 360,000 compounds, 0.36% hits; AID 588489; in the data active = inhibition above about 35%, passing the limit was not always enough;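 note: plate controls were DMSO wells with GST-MLLE for no effect and wells lacking GST-MLLE protein for full effect; some results filed as inactive read as strong as hits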
# Target sequence (P11940 whole entry, looked up): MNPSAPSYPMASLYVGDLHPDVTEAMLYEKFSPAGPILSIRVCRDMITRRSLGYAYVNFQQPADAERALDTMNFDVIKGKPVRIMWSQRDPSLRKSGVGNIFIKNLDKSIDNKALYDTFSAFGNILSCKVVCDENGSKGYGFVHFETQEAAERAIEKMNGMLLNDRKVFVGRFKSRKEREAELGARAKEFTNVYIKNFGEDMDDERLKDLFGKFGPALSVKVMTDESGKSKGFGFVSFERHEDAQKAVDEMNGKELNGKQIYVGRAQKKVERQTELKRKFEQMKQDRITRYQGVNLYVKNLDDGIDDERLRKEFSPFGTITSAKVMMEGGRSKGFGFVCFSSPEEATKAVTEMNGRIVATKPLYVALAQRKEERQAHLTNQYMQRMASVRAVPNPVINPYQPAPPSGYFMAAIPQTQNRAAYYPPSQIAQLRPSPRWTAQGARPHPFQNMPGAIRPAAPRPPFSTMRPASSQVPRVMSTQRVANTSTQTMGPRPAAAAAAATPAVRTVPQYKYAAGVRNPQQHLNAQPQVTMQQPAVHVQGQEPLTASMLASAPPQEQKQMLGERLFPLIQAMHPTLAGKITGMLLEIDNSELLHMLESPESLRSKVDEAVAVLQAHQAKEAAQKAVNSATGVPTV
# E coli Lon inh = E. coli protease La inhibition. inhibition, % at 7.94 µM. purified E. coli Lon protease, fluorescence polarization. AID 602123. 360,000 compounds, 0.42% hits. P0A9M0; in the data active = inhibition above about 13%, passing the limit was not always enough;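 note: 0% = enzyme with probe and DMSO and 100% = no enzyme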
# Tb MetRS inh = Trypanosoma brucei MetRS inhibition; 360,000 compounds, 0.4% hits; purified T. brucei MetRS, ATP depletion, Kinase-Glo luminescence; inhibition, % at 11.9 µM;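 active = inhibition above a per-plate cutoff of the control wells' mean inhibition plus 3 SD, cut at about 5.5% in these data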;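 note: 0% = DMSO wells median and 100% = median of wells with control inhibitor compound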
#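 Assay system: T. brucei methionyl-tRNA synthetase, purified | Medium: HEPES buffer with MgCl2, KCl, DTT, spermine, BSA, pyrophosphatase | Compound: 11.9 µM single point | Incubation: 15 min enzyme-compound preincubation, 2 h reaction, 10 min detection, 25 °C | Measured by: Kinase-Glo luciferase luminescence reporting remaining unconsumed ATP | Measure: % inhibition normalized to control-well medians | Replication: Singlicate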
# MT1-MMP act inh = MT1-MMP (human) activation inhibition | P50281 | HT1080 RFP-PRO-GFP cells, GFP/RFP ratio fluorescence, overnight; percent of plate control window, DMSO zero | GFP/RFP ratio change, % at 20 µM | 360,000 compounds, 0.061% hits | AID 651647;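 active = GFP/RFP ratio change of at least 30% with cell ATP level not reduced by more than half and red fluorescence within 50% of control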; note: strong numbers were not always called active
#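 Read-out: GFP/RFP fluorescence ratio; Test system: RFP-PRO-GFP reporter HT1080 cells; Compound dosing: single-point 20 µM compound, 1% DMSO; Times: overnight compound exposure at 37 °C.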
# NRP1-CendR mod = modulators of CendR peptide binding to human neuropilin-1. O14786. FAM-RPARPAR peptide binding to NRP-1, fluorescence polarization. inhibition, % at 25 µM. 360,000 compounds, 0.85% hits;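 active = inhibition or corrected inhibition above about 18%, plus a signal ratio from 0.5 to 1.5, limit read from the data, passing the limit was not always enough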; note: strong numbers were not always called active
# MsrA inh = inhibits bovine methionine sulfoxide reductase A; purified bovine MsrA, absorbance read-out; inhibition, % at 15.5 µM; 360,000 compounds, 0.75% hits; AID 651718; in the data active = inhibition above about 4.5%;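 note: 0% = vehicle wells with enzyme and 100% = reference inhibitor wells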
# bovine MsrA act = bovine methionine sulfoxide reductase A activation | 360,000 compounds, 0.3% hits | activation, % at 10.6 µM | purified bovine MsrA, absorbance read-out | AID 602163; in the data active = activation above about 7.5%;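 note: 0% = vehicle and 100% = reference activator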
# * = called active by the depositor; nt = no result given.
SMILES	MT1-MMP act inh	PABP1 MLLE inh	SKN-1 block	bovine MsrA act	FAS TE block	E coli Lon inh	Tb MetRS inh	NRP1-CendR mod	MsrA inh
CSCCC(NS(=O)(=O)c1ccccc1F)C(=O)OCc1ccccc1Cl (stereo not given)	5.0	13.6	8.7	-1.0	21.5	-0.9	-0.6	1.5	0.4
Cc1ccc([C@H]2C(C(=O)O)=CC[C@@H](c3ccc(Cl)cc3)N2S(=O)(=O)c2ccc(C)cc2)cc1	-6.5	8.0	-9.2	0.5	10.7	5.9	2.7	-2.7	0.7
CCOc1cc(/C=N/NC(=O)CSc2nncn2C)ccc1OC(=O)c1ccc(Cl)cc1	-4.6	2.5	5.5	0.4	5.5	-12.5	-0.3	-12.4	0.2
N#Cc1cccc(C#N)c1Oc1ccc(S(=O)(=O)Nc2ccc(Cl)cc2)cc1	-7.7	-7.1	7.8	0.8	31.8	-5.6	-0.1	-0.4	-0.9
CCOc1cccc(OCCOCCN(C)Cc2ccccc2)c1	-1.8	4.6	-11.6	2.6	2.5	-8.4	1.3	17.2	0.8
O=C(CN(c1ccccc1Cl)S(=O)(=O)c1ccccc1)NCc1ccccc1	-0.7	4.5	9.2	-2.3	8.2	-5.6	-0.4	12.3	-1.1
CCCCNC(=O)c1nc(-c2cc3ccccc3[nH]2)oc1-c1cccc(C(F)(F)F)c1	3.8	nt	-3.2	nt	nt	nt	-0.2	15.7	0.3
O=C(Nc1ccc(Cl)cc1F)c1cc(S(=O)(=O)N2CCCCC2)ccc1F	-0.2	-16.5	12.2	-5.7	-8.9	-3.5	-0.9	0.1	0.4
O=C(NCc1ccccc1)C1(C(F)(F)F)C/C(=C/CCO)CCCO1 (stereo not given)	0.8	-6.4	-5.4	-2.3	-12.7	6.0	-0.1	1.2	-0.4
CCCCNC(=O)CCCN1C(=O)c2cccnc2Sc2ccccc21	-1.3	-0.6	21.3	-0.2	-5.3	-1.1	1.5	-7.6	0.1
COc1cc2cc(CCCO)oc(=O)c2cc1OC	2.8	3.0	-10.3	1.5	-7.1	0.1	-0.3	9.4	1.1
Nc1nc(Cl)cc(Nc2ccccc2Cl)n1	2.1	5.0	2.0	-0.8	-3.7	-4.0	-0.5	-14.3	1.1
CCc1ccc(OC(=O)/C=C/c2ccco2)cc1	2.3	-13.3	6.7	-3.1	17.7	-0.5	0.1	9.5	0.6
CC(=O)NC1C(=O)N(Cc2ccccc2)c2ccc(Br)cc21 (stereo not given)	-3.2	-3.9	-2.4	-6.3	2.2	6.2	-0.5	0.7	-0.4
O=C(CSc1nc2ccccc2n1Cc1ccccc1Cl)N/N=C/c1ccccc1C(=O)O	0.3	-21.4	1.4	3.0	4.0	1.2	-0.2	40.5*	3.3
COc1ccc(-c2nc(N)n(S(=O)(=O)c3ccc(C)cc3)n2)cc1	-4.9	-21.4	9.1	-1.4	6.6	4.7	0.4	10.7	-0.6
Cc1ccc(N/C(N)=N/c2nc(C(F)(F)F)cc(C(F)(F)F)n2)cc1	-0.5	-4.7	2.4	-6.0	-4.2	4.8	-0.2	0.4	1.6
CCS(=O)(=O)N1CCN(c2ccccc2F)CC1	-2.0	9.1	10.5	0.1	-4.2	1.3	-0.1	-4.5	0.0
CCOC(=O)N1CCN(C(=O)C2CCN(Cc3nc(-c4ccccc4C)oc3C)CC2)CC1	2.3	-17.2	17.9	-0.3	-4.4	3.1	0.0	-8.0	-0.3
COc1ccc(-c2nc(-c3ccncc3)no2)cc1	3.2	3.2	17.3	-0.9	-3.0	-6.6	0.2	11.3	0.7
Cc1ccc(N(CC(=O)NC2CCCC2)C(=O)CCC(=O)Nc2nccs2)c(C)c1	-1.8	-1.3	7.7	-2.0	2.5	-1.9	-0.9	15.7	-0.6
CCOC(=O)[C@]12CCCC=C1N(Cc1ccc3c(c1)OCO3)C(=O)[C@H](CC(=O)NCCC(C)C)C2	0.8	nt	-1.8	-9.2	5.3	-1.1	-2.1	4.2	0.9
CN(Cc1n[nH]c(=S)n1C)S(=O)(=O)c1ccccc1	6.7	-8.0	3.1	1.2	-7.2	4.1	-0.3	7.0	-0.4
CN(C)/C=C/C(=O)c1cccc(C(F)(F)F)c1	-1.6	5.6	0.9	-1.4	-1.8	1.4	0.1	-1.9	2.2

# Next part; it opens with the 2 that closed the last part.
SMILES	MT1-MMP act inh	PABP1 MLLE inh	SKN-1 block	bovine MsrA act	FAS TE block	E coli Lon inh	Tb MetRS inh	NRP1-CendR mod	MsrA inh
CN(Cc1n[nH]c(=S)n1C)S(=O)(=O)c1ccccc1	6.7	-8.0	3.1	1.2	-7.2	4.1	-0.3	7.0	-0.4
CN(C)/C=C/C(=O)c1cccc(C(F)(F)F)c1	-1.6	5.6	0.9	-1.4	-1.8	1.4	0.1	-1.9	2.2
CN1CCOc2ccc(S(=O)(=O)NCCc3ccc(Cl)cc3)cc21	-2.7	8.6	-1.2	-5.3	12.6	4.1	-0.5	2.7	1.4
CCOc1cc(NC(=S)Nc2cccc(OC)c2)c(OCC)cc1NC(=O)c1ccc(C)cc1	2.6	24.4	5.9	-3.2	8.8	10.1	0.2	0.0	1.0
CCOc1ccc(C(C)=O)cc1CN1C(=O)NC(C)(C2CC2)C1=O (stereo not given)	0.7	-47.8	6.4	-4.3	-4.4	0.5	-0.3	-4.8	-0.1
O=C(NC1CCCCC1)N1CCN(Cc2nc3ccccc3c(=O)[nH]2)CC1	10.9	0.9	-13.1	-8.0	-11.4	-11.1	-2.4	-5.1	1.8
O=[N+]([O-])c1cccnc1SCc1c(F)cccc1Cl	-3.0	5.0	7.4	-4.6	17.7	1.8	-0.6	6.9	-0.7
Cc1cccc(-c2n[nH]c(=S)n2Cc2ccccc2)c1	nt	-10.7	5.3	-11.5	-9.8	-6.7	-1.2	-16.9	1.2
Cc1ccc(C)c(N2CCN(S(=O)(=O)c3cccc4cccnc34)CC2)c1	-3.9	3.0	11.6	-2.9	27.5	5.5	0.0	-1.3	1.5
CCc1nc2ccc(C(=O)N(CC)CCN(C)C)cn2c1N(C=O)CCC(C)C	2.7	9.6	-9.5	-7.7	-6.2	0.2	0.5	-5.9	0.0
CC(=O)Nc1ccc(NC(=O)C(C)OC(=O)COc2ccc(Nc3ccccc3)cc2)cc1 (stereo not given)	-3.7	-33.6	0.8	-3.0	-1.8	-17.4	-0.1	2.7	0.8
O=C(NC1CCCC1)c1cc(-c2ccc(F)cc2)on1	5.2	-14.7	14.4	-3.1	4.8	-6.3	-0.1	15.2	-0.4
NC(=O)C(CCC(=O)c1ccc(Br)cc1)S(=O)(=O)c1ccccc1 (stereo not given)	1.2	4.4	3.5	1.5	-0.6	3.4	-0.5	-2.7	0.9
COc1ccc(OC)c(Nc2nc(NCCCN(C)C)nc(N)c2[N+](=O)[O-])c1	-2.5	4.8	-2.1	-2.1	-8.4	-0.9	0.0	1.1	-1.3
Clc1ccc(-c2n[nH]c3c2CCCC3)cc1	1.0	-2.3	32.8	-1.6	-2.6	-1.8	0.1	4.6	1.7
CC1Sc2ccc(S(=O)(=O)CCC(=O)NCc3ccccc3)cc2NC1=O (stereo not given)	-3.9	-7.3	4.4	-3.0	1.2	4.7	1.4	-2.6	0.7
NNc1ccc2c(C(F)(F)F)cc(C(F)(F)F)nc2n1	9.0	20.2	7.4	-0.8	-7.7	5.0	0.0	5.5	0.8
O=C(Nc1cccnc1)Nc1ccccn1	-0.9	5.2	-5.0	-12.7	-4.9	-0.8	-1.0	-2.1	-1.7
Cc1cc(C)cc(Cn2c3ccc(NC(=S)NCc4ccccc4F)cc3c(=O)n2C)c1	3.4	-27.9	6.7	0.0	12.2	3.8	8.5*	-11.2	-0.9
O=C(Nc1ccccc1)c1nc2ccccc2s1	-2.4	-1.5	12.4	-2.7	24.3	-1.3	-0.3	1.2	1.0
COc1ccc(NC(=S)NC(NC(=O)CCl)C(Cl)(Cl)Cl)c([N+](=O)[O-])c1 (stereo not given)	-4.0	21.9	6.9	-1.5	-22.5	0.1	0.4	-1.6	nt
C=CCN(C(=O)Nc1ccc2c(c1)nc(C)n2C)c1ccccc1	-2.3	7.1	-6.1	-0.9	-2.9	1.7	-0.7	4.8	0.8
COC(=O)c1ccccc1NC(=S)NC(=O)COc1ccccc1	3.2	29.2	9.7	-2.8	7.0	15.0	-1.6	4.8	2.8
O=C(OCCN1CCN(C2=NS(=O)(=O)c3ccccc32)CC1)c1cccc(Br)c1	2.0	1.9	15.1	-0.6	8.5	-8.7	0.1	4.5	-1.4
CC1CCN(C(=O)CCCNC(=O)Cn2cnc3sc4c(c3c2=O)CCCC4)CC1	4.1	11.7	0.3	0.3	0.1	-6.5	0.6	1.9	1.1
CCN1CCN(CCCN(Cc2ccco2)C(=S)Nc2ccccc2Cl)CC1	-1.4	-38.7	-3.9	-2.7	4.8	3.6	-0.8	-10.2	-0.4
CC(C)c1ccc(C(=O)N2CCCC(c3cc(C(=O)Nc4ccccc4Cl)no3)C2)cc1 (stereo not given)	-7.4	-13.9	-15.5	-6.4	21.7	4.0	-0.4	-19.4	-0.2
COc1ccccc1OCC(=O)NCC1CCCN(C(=O)c2ccccc2SC)C1 (stereo not given)	-2.2	-9.3	8.5	-2.7	-5.8	-6.3	-0.4	16.5	-0.7
CCN(CC)S(=O)(=O)c1ccc(NS(=O)(=O)c2ccc3oc(=O)[nH]c3c2)cc1	4.7	-10.1	18.3	-2.8	-5.7	-4.5	1.3	4.2	-0.1
Cc1ccccc1OCC(=O)OCC(=O)Nc1cc(C(F)(F)F)ccc1N1CCOCC1	-4.1	-1.1	-2.6	-1.9	-1.7	6.3	-0.6	10.6	-0.5
O=C(NC(Cc1ccccc1)C(=O)O)/C(=C\c1ccco1)NC(=O)c1ccco1 (stereo not given)	-6.6	12.7	6.0	-1.3	-5.3	-6.5	1.0	-22.0	2.1
COc1ccc(CN2C3CCC2CC(NC(=O)c2cc(OC)c(OC)c(OC)c2)C3)cc1 (stereo not given)	4.3	13.8	-0.5	-4.6	-4.8	1.6	-0.7	-0.2	-0.4
Cc1cccc(CSc2nnc(Cn3c(=O)sc4ccccc43)n2C)c1	3.9	-0.3	4.6	-6.0	1.5	-2.2	1.8	-5.4	-0.4
Cc1ccc(-c2[nH]nc3c2C(c2ccc(OC(=O)N4CCOCC4)cc2)C(C#N)=C(N)O3)cc1 (stereo not given)	-0.6	1.4	4.8	-5.0	-2.8	-4.9	-1.2	-1.9	nt
COc1ccc(S(=O)(=O)N2CCOCC2)cc1NC(=O)CN1CCCc2ccccc21	-1.1	-21.4	-0.2	1.7	1.9	-14.0	0.1	-9.6	1.1
CC(Oc1cc2oc(=O)c3c(c2cc1Cl)CCC3)C(=O)NCCCn1ccnc1 (stereo not given)	-0.3	7.4	-4.0	-1.9	-1.0	-0.1	-0.1	4.7	1.2
COc1cc(OC)c2c(C)c(Cl)c(=O)oc2c1	-2.4	10.9	26.7	-0.7	0.2	-3.6	0.8	-0.7	0.3

# Assay outcomes deposited in PubChem by several laboratories.
